# IDE exosite FP – exo-site inhibitors of human insulin-degrading enzyme; P14735; 17,000 compounds, 6.3% hits; z-score at 20 µM; purified IDE, FL-6b probe fluorescence polarization; hits give low values;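 active means z-score of -3 or lower, meaning strong loss of probe binding signal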;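 further: His-tagged human IDE residues 42-1019 made in E. coli with 30 nM FL-6b probe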
# Target sequence (P14735 42-1019 limits assumed): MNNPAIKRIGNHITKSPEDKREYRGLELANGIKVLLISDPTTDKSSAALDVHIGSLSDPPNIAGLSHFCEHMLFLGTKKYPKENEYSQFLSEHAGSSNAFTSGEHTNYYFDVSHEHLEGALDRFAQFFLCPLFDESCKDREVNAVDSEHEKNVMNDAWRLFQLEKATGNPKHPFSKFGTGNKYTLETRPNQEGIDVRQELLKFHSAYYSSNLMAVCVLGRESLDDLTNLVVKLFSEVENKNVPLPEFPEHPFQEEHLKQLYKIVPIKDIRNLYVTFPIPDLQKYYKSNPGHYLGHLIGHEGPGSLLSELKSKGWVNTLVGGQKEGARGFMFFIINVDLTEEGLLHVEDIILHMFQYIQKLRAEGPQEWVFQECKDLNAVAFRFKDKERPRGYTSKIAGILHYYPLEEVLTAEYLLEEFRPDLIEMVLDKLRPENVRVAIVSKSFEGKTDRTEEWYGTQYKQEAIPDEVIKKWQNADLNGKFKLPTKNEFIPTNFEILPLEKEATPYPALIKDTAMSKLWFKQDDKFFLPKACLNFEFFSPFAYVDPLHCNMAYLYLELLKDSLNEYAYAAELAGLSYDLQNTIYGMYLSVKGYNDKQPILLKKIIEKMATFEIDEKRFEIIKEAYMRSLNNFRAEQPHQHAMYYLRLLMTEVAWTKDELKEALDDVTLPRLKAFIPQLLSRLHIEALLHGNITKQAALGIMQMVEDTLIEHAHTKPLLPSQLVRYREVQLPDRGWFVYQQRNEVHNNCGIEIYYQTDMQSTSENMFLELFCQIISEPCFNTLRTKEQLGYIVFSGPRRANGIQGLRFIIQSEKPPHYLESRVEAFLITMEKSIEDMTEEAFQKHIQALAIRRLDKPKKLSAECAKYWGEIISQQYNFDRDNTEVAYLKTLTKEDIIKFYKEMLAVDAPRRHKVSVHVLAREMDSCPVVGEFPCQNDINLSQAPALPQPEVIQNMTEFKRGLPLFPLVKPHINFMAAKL
# Active calls of the source: *. The list is partial, so the mix of outcomes need not match the whole.
SMILES,IDE exosite FP
COc1ccccc1C#Cc1ccc([C@H]2[C@@H](C#N)N(C(=O)C3CC3)[C@H]2CO)cc1,-8.96*
CN1C(=O)c2cc(NC(=O)c3cnccn3)ccc2OC[C@H]2O[C@H](CC(=O)N[C@H]3CCN(Cc4ccccc4)C3)CC[C@@H]21,-0.414
CC(=O)N(C)C[C@H]1[C@H](c2ccc(-c3ccccc3F)cc2)[C@H](CO)N1C(C)=O,-0.999
C/C=C/c1ccc([C@H]2[C@H](CO)N3C(=O)CN(Cc4ccc(C)cc4)C[C@@H]23)cc1,-4.97*
N#C[C@@H]1[C@@H](c2ccc(-c3cccc(F)c3)cc2)[C@H](CO)N1C(=O)CN1CCOCC1,-2.53
COc1ccccc1-c1ccc([C@@H]2[C@H](CO)N3CCCCN(C(=O)c4cccnc4)C[C@@H]23)cc1,-4.09*
C(=C\c1ccc(C2[C@H]3CNC[C@@H]2N3Cc2ccc3c(c2)OCO3)cc1)/c1ccccc1 (some centres not stated),0.305
Cc1cccc(-c2ccc([C@H]3[C@@H](CO)N4CCCCN(S(=O)(=O)c5ccccc5F)C[C@H]34)cc2)c1,-3.53*
COc1ccc2c3c([nH]c2c1)[C@@H](CO)N(S(C)(=O)=O)CC31CN(C(=O)Cc2cccnc2)C1,0.0327
CCCNC(=O)N1[C@@H]2c3cccc(=O)n3C[C@H]1[C@H](CO)[C@H]2C(=O)N1CCC(Cc2ccccc2)CC1,0.365
CCCC#Cc1ccc([C@H]2[C@@H](CO)N(C(C)=O)[C@H]2CN(C)C(=O)C2CC2)cc1,-1.34
N#C[C@@H]1[C@H](c2ccccc2-c2ccccc2F)[C@@H](CO)N1C(=O)C1CC1,3.14
Cc1cccc(S(=O)(=O)N2CCCCN3[C@H](C2)[C@H](c2ccc(C#CC(C)C)cc2)[C@@H]3CO)c1,0.355
O=C(Nc1ccccc1)N1CC(=O)N2[C@H](C1)[C@@H](c1ccc(C#CC3CCCCC3)cc1)[C@@H]2CO,0.907
C[C@@H]1CN([C@H](C)CO)C(=O)c2cccc(NC(=O)Nc3ccc(F)cc3)c2O[C@H]1CN(C)S(=O)(=O)c1ccc(Cl)cc1,0.33
O=C(Nc1ccccc1F)N1CC(=O)N2[C@@H](CO)[C@H](c3ccc(C#CC4CCCC4)cc3)[C@@H]2C1,1.9
COc1ccc([C@H]2CC=CC[C@H](C)Oc3ccccc3C(=O)N(C)[C@@H](Cc3ccccc3)C(=O)N2)c(OC)c1 (mixture of isomers),-0.232
CN(C)CC(=O)N1[C@H](CO)[C@@H](c2ccccc2)C12CN(CC1CCOCC1)C2,1.93
Cc1cccc(-c2ccc([C@H]3[C@H]4CN(Cc5cncnc5)CCCCN4[C@H]3CO)cc2)c1,-5.97*
COCC#Cc1ccc2c(c1)O[C@@H](CN(C)C(=O)C1CCOCC1)[C@H](C)CN([C@@H](C)CO)S2(=O)=O,-0.859
COc1ccccc1CN1C[C@@H]2N[C@H](C1)C2c1ccc(-c2ccc(C(=O)N(C)C)cc2)cc1 (some centres not stated),-0.0925
O=C(CN1CCOCC1)N1CCCCN2[C@H](CO)[C@@H](c3ccc(C#Cc4ccccc4)cc3)[C@H]2C1,-3.28*
CCC(=O)N1CC(=O)N2[C@H](CO)[C@@H](c3ccc(C#CC4CCCC4)cc3)[C@@H]2C1,1.77
COc1cccc(NC(=O)N2CC(=O)N3[C@H](CO)[C@H](c4ccc(Br)cc4)[C@H]3C2)c1,1.4
O=C(CN1CCOCC1)N1CCCCN2[C@H](CO)[C@@H](c3ccc(C#Cc4ccccc4)cc3)[C@@H]2C1,-6.17*
O=C(c1ccncc1)N1CC(=O)N2[C@@H](CO)[C@H](c3ccc(-c4cccnc4)cc3)[C@@H]2C1,1.17
C[C@@H]1CN([C@@H](C)CO)C(=O)c2ccccc2-c2ccccc2CO[C@H]1CN(C)S(=O)(=O)c1ccc([N+](=O)[O-])cc1,-0.802
CN1C(=O)c2cc(NC(=O)Cc3cccs3)ccc2OC[C@@H]2O[C@@H](CC(=O)N[C@H]3CCN(Cc4ccccc4)C3)CC[C@@H]21,-0.977
CO[C@H]1CN(C)C(=O)c2cc(NC(=O)C3CCCCC3)ccc2OC[C@H](C)N(C(=O)c2ccccc2)C[C@@H]1C,-1.43
C[C@H]1CCc2cnnn2COCCNC1=O,1.36
COCC(=O)Nc1ccc2c(c1)[C@@H]1C[C@@H](CC(=O)NCc3ccc4c(c3)OCO4)O[C@@H](CO)[C@@H]1O2,0.934
COc1ccc(-c2ccc3c(c2)[C@H]2[C@H](CCN2C(=O)c2cccc(F)c2)[C@@H](CO)N3)cc1,1.69
COc1ccc2c3c([nH]c2c1)[C@@H](CO)N(C)CC31CCN(C(=O)CN(C)C)CC1,1.08
CCC(=O)NC[C@@H]1[C@@H](c2ccc(-c3cccc(F)c3)cc2)[C@@H](CO)N1C(=O)CC,1.81
CCN(C[C@H]1[C@H](c2ccccc2)[C@@H](CO)N1CC1CC1)C(=O)c1cccc(F)c1,4.94
CC(=O)N(C)C[C@H]1[C@H](c2ccc(-c3cccc(C#N)c3)cc2)[C@@H](CO)N1C(C)=O,3.38
CCC(=O)N1C[C@@H]2[C@H](c3ccccc31)[C@H](CO)N2C(=O)CC1CC1,2.34
O=C(Nc1ccccc1F)N1CCCCN2[C@H](CO)[C@H](c3ccc(-c4cccnc4)cc3)[C@@H]2C1,-1
CO[C@@H]1CN(C)C(=O)c2cc(NC(=O)c3cnccn3)ccc2OC[C@@H](C)NC[C@H]1C,0.46
CN(C)Cc1cn(CC[C@H]2CC[C@H](NC(=O)Cc3cccnc3)[C@@H](CO)O2)nn1,0.487
COc1ccc(S(=O)(=O)N(C)C[C@@H]2OCCCC[C@H](C)Oc3ccc(NC(=O)Cc4ccccc4)cc3C(=O)N([C@@H](C)CO)C[C@@H]2C)cc1,1.1
O=C(Nc1cccc(F)c1)N1CCCCN2[C@@H](CO)[C@@H](c3ccc(C#Cc4cccnc4)cc3)[C@@H]2C1,-1.29
CN(C)CC#Cc1ccc([C@@H]2[C@H]3CN(C(=O)Cc4ccccc4)CC(=O)N3[C@H]2CO)cc1,-0.879
Cc1noc(C)c1S(=O)(=O)N(C)C[C@H]1OCCCC[C@@H](C)Oc2ccc(NS(=O)(=O)c3cn(C)cn3)cc2C(=O)N([C@@H](C)CO)C[C@@H]1C,-0.515
OC[C@H]1[C@H](c2ccc(C#Cc3ccccc3)cc2)[C@@H]2CN(CC3CCOCC3)CCCCN12,-3.58*
O=C(c1ccc2c(c1)OCO2)N1CC(=O)N2[C@H](CO)[C@@H](c3ccc(C#Cc4ccccc4)cc3)[C@@H]2C1,4.19
CN(C[C@@H]1[C@@H](c2ccccc2)[C@H](CO)N1C(=O)C1CCC1)C(=O)c1ccccn1,2.2
O=C(c1cnccn1)N1CC(=O)N2[C@H](CO)[C@H](c3ccc(C#CCC4CCCC4)cc3)[C@@H]2C1,4.29
N#Cc1ccc(-c2ccc([C@@H]3[C@@H](CO)N4C(=O)CNC[C@@H]34)cc2)cc1,0.643
CC(C)C#Cc1ccc([C@@H]2[C@H]3CN(C(=O)NC(C)C)CCCCN3[C@H]2CO)cc1,1
C/C=C/c1ccc([C@H]2[C@H](CO)N3CCCCN(S(=O)(=O)c4ccc(OC)cc4)C[C@@H]23)cc1,-0.149
C/C=C/c1ccc([C@@H]2[C@@H](CO)N3C(=O)CN(C(=O)c4ccc(F)cc4)C[C@H]23)cc1,0.444
O=C(NC[C@H]1[C@@H](c2ccccc2)[C@@H](CO)N1CC1CCCC1)c1ccncc1,5
CC(=O)N1[C@@H]2c3ccc(-c4cncnc4)c(=O)n3C[C@@H]2[C@@H](CO)[C@@H]1C(=O)NCc1ccccc1Cl,0.058
CN(C)CC#Cc1ccc([C@@H]2[C@@H](CO)N3CCCCN(C(=O)Nc4cc(F)ccc4F)C[C@@H]23)cc1,-0.0548
CCCC#Cc1ccc([C@H]2[C@H](CO)N3CCCCN(CC4CCOCC4)C[C@@H]23)cc1,1.28
CO[C@@H]1CN(C)C(=O)c2cc(NC(=O)C3CC3)ccc2OC[C@@H](C)N(Cc2cc(F)ccc2F)C[C@H]1C,0.774
O=C(c1ccc(F)cc1)N1CCCCN2[C@H](CO)[C@H](c3ccc(C#CC4(O)CCCC4)cc3)[C@H]2C1,-3.21*
O=C(c1cc2c(c(-c3cccc(Br)c3)n1)[C@H](CCO)NC2)N1CCCCC1,1.74
CN1C(=O)c2cc(NC(=O)C3CCOCC3)ccc2OC[C@@H]2O[C@H](CC(=O)NCc3ccccc3F)CC[C@@H]21,-0.443

# Exported with bars between the fields: 7 of the compounds above
SMILES | IDE exosite FP
CO[C@@H]1CN(C)C(=O)c2cc(NC(=O)C3CC3)ccc2OC[C@@H](C)N(Cc2cc(F)ccc2F)C[C@H]1C | 0.774
CC(=O)N1[C@@H]2c3ccc(-c4cncnc4)c(=O)n3C[C@@H]2[C@@H](CO)[C@@H]1C(=O)NCc1ccccc1Cl | 0.058
C/C=C/c1ccc([C@@H]2[C@@H](CO)N3C(=O)CN(C(=O)c4ccc(F)cc4)C[C@H]23)cc1 | 0.444
O=C(c1ccc(F)cc1)N1CCCCN2[C@H](CO)[C@H](c3ccc(C#CC4(O)CCCC4)cc3)[C@H]2C1 | -3.21*
CC(C)C#Cc1ccc([C@@H]2[C@H]3CN(C(=O)NC(C)C)CCCCN3[C@H]2CO)cc1 | 1
N#Cc1ccc(-c2ccc([C@@H]3[C@@H](CO)N4C(=O)CNC[C@@H]34)cc2)cc1 | 0.643
CCCC#Cc1ccc([C@H]2[C@H](CO)N3CCCCN(CC4CCOCC4)C[C@@H]23)cc1 | 1.28

# Carrying on.
SMILES,IDE exosite FP
O=S(=O)(c1ccc(F)cc1)N1CCCCN2[C@H](C1)[C@H](c1ccc(C3=CCCCC3)cc1)[C@@H]2CO,1.12
O=C(c1ccc(F)cc1)N1CC(=O)N2[C@H](CO)[C@@H](c3ccc(-c4ccccc4F)cc3)[C@H]2C1,0.687
Cc1cccc(S(=O)(=O)N2CCCCN3[C@H](CO)[C@H](c4ccc(-c5cccnc5)cc4)[C@H]3C2)c1,4.93
COc1ccc2c3c(n(C)c2c1)[C@H](CO)N(C(=O)C1CC1)CC31CCN(Cc2cccc(F)c2)CC1,-0.117
COc1ccc2c3c([nH]c2c1)[C@@H](CO)N(C(=O)Cc1ccccc1)CC31CCN(C)CC1,-1.07
CC(C)COC(=O)N(C)C[C@H]1OCc2ccccc2-c2ccccc2C(=O)N([C@H](C)CO)C[C@@H]1C,0.316
O=C(Nc1ccccc1F)N1CCCCN2[C@H](CO)[C@@H](c3ccc(C4=CCCC4)cc3)[C@@H]2C1,4.7
CO[C@@H]1CN(C)C(=O)c2ccc(NC(=O)Nc3c(C)noc3C)cc2OC[C@H](C)N(CCC(F)(F)F)C[C@H]1C,0.342
CCCNC(=O)N1CC(=O)N2[C@H](C1)[C@H](c1ccc(C#CCC3CCCC3)cc1)[C@@H]2CO,-0.961
CC(C)C#Cc1ccc([C@@H]2[C@@H](CO)N(C(=O)C3CC3)[C@H]2C#N)cc1,-1.5
CN(C)C(=O)c1cccc(-c2ccccc2[C@@H]2[C@@H](C#N)N(C(=O)C3CCCCC3)[C@@H]2CO)c1,-0.421
CNC[C@@H]1OCc2cn(nn2)CCCC(=O)N([C@@H](C)CO)C[C@@H]1C,0.0992
COCC#Cc1ccc([C@H]2[C@H]3CN(S(=O)(=O)c4cccc(OC)c4)CCCCN3[C@H]2CO)cc1,1.99
COc1ccccc1NC(=O)N1C[C@@H]2[C@H](c3ccccc31)[C@@H](CO)N2CC1CCOCC1,2.47
O=C(C1CCCCC1)N1CC(=O)N2[C@@H](CO)[C@@H](c3ccc(C#Cc4cccc(F)c4)cc3)[C@@H]2C1,-4.53*
CN(C)C(=O)c1cccc(-c2ccc([C@H]3[C@@H](CO)N(C(=O)C4CCC4)[C@H]3C#N)cc2)c1,1.92
O=C(C1CCCC1)N1CC(=O)N2[C@H](CO)[C@H](c3ccc(C#CC4CCCC4)cc3)[C@H]2C1,0.863
CO[C@H]1CN(C)C(=O)c2cc(NS(=O)(=O)c3cccc(Cl)c3)ccc2OC[C@@H](C)NC[C@@H]1C,-0.201
C/C=C/c1ccc([C@@H]2[C@@H](CO)N(C(=O)CC)[C@@H]2CNC(=O)C2CC2)cc1,0.0678
CCC(=O)N1[C@H](CO)[C@@H](c2ccccc2)[C@@H]1CN(CC)C(=O)c1cccc(F)c1,-1.88
O=C(c1ccc2c(c1)OCO2)N1CCCCN2[C@@H](CO)[C@H](c3ccc(-c4ccccc4)cc3)[C@@H]2C1,1.49
C[C@H]1CCCCO[C@H](CN(C)S(=O)(=O)c2ccc(F)cc2)[C@@H](C)CN([C@@H](C)CO)C(=O)c2cc(N(C)C)ccc2O1,-0.461
CCC(=O)N1CC2(C1)[C@@H](c1ccc(-c3ccc(F)cc3)cc1)[C@@H](CO)N2C(C)=O,0.259
Cn1cnc(S(=O)(=O)N2C[C@H](O)COC[C@H]3O[C@H](CC(=O)NCc4cccc(F)c4)CC[C@@H]32)c1,-0.754
Cc1cccc(-c2ccc([C@H]3[C@@H](CO)N4CCCCN(CCC(F)(F)F)C[C@H]34)cc2)c1,-3.62*
CN1C(=O)c2cc(NC(=O)c3cccc(C(F)(F)F)c3)ccc2OC[C@H]2O[C@H](CC(=O)NCCN3CCCC3)CC[C@@H]21,-0.147
COCC(=O)N(C[C@@H]1N[C@@H](CO)[C@H]1c1ccc(-c2cccnc2)cc1)C(C)C,0.15
N#C[C@H]1[C@@H](c2ccccc2C2=CCCC2)[C@H](CO)N1C(=O)CN1CCOCC1,3.04
CC(=O)N1[C@H](CO)[C@H](c2ccccc2)[C@H]1CN(C)C(=O)c1ccccc1F,3.71
O=C1CN(Cc2ccc(F)cc2)C[C@@H]2[C@H](c3ccc(-c4ccccc4F)cc3)[C@@H](CO)N12,1.72

# Screening data: PubChem, Broad Institute
